TbPYK inhibitor: blocks Trypanosoma brucei pyruvate kinase; Q57TT1; Potency, µM (top dose mostly 76.8 µM), for inactives: top-dose activity, negative = inhibition, hits mostly inhibitors; hit rate 0.12% among 410,000; TbPYK enzyme, Kinase-Glo Plus ATP luminescence, 45 min; also: nearly all actives have a fitted effect of over 50% in size
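TbPYK + substrate in 50 mM TEA pH 7.2, 100 mM KCl, 10 mM MgCl2, 0.05% BSA, 0.01% Tween-20; cpd pinned; ADP 130 uM final; 45 min RT; Kinase-Glo Plus 10 min; luminescence endpoint.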
HCV inh: HCV inhibition | Huh7.5.1 HCVcc-Cre infection, luciferase reporter, 44 h | Potency, µM (doses to about 41.8 µM), inactives show top-dose activity change, negative = inhibition, usual class: inhibitors | hit rate 3.4% among 340,000 | AID 651820
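Seed cells (1,000/well) for 4 h; treat with compound and infect with HCVcc-Cre, moi about 0.5. Incubate 44 h, then detect luciferase activity.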
* = called active by the depositor; ? = inconclusive; & = joins results of further samples; [ ] = remark or other dose. Calls follow the shape of the dose curve; as a rule, active = well fitted curve in the direction sought with a large enough effect; inconclusive = small, poorly fitted or top-dose-only effect, or another doubt; inactive = no such curve, though single readings can be large; an effect the other way counts as inactive or inconclusive. % is scaled to controls: 0 for no effect and ±100 for the full control effect; potency is read from the fitted curve at half-maximal effect. These rows are one share of the data (hit frequency here may not be typical).

SMILES	TbPYK inhibitor	HCV inh
COc1ccc(C(C)=NNc2ccc([N+](=O)[O-])cc2S(=O)(=O)Nc2ccccc2C(=O)O)c(OC)c1	4%	8%
CCOC(=O)c1c(NC(C)=O)sc2c1C1CCN2CC1	4%	?
CC1CN(C(=O)c2cc(COc3c(F)cccc3F)on2)CCN1C (stereo unspecified)	6%	-12%
Oc1ccccc1C=NNC(=S)NN=Cc1ccccc1O	0%	-20%
C=CCC[C@@H](Cc1ccc(F)cc1)C(=O)OC[C@@H](NC(=O)[C@@H](CC=C)CC(=O)N[C@H](CO)Cc1ccccc1)C(C)(C)C	0%	1%
C=C1[C@@H](O)[C@@H]2O[C@]3(CC[C@H](/C=C/[C@@H](C)[C@@H]4CC(C)=CC5(O[C@H](C[C@@](C)(O)C(=O)OC)CC[C@H]5O)O4)O3)CC[C@H]2O[C@@H]1[C@@H](O)C[C@H](C)[C@H]1OC2(CCCCO2)CC[C@H]1C (stereo partly specified)	-7%	0.56µM*
O=C(O)c1ccc(/C=N/NC(=O)c2cc3ccccc3cc2O)cc1	4%	-8%
COc1ccc(CNC(=O)[C@@H]2CC=C[C@@H]3CCN(Cc4ccccc4)C(=O)[C@@H]32)cc1	0%	18%
Cc1nn(C)c(C)c1NS(=O)(=O)c1ccc(Cl)s1	1%	6%
Cc1c(Cc2ccccc2)sc(NC(=O)Cc2ccccc2)c1C(N)=O	0%	-11%
COc1cccc(/C=C/C(=O)OCC(=O)Nc2nnc(-c3ccccc3)o2)c1OC	6%	6%
O=C(NN=Cc1ccc(N(CCCl)CCCl)cc1)c1cc(=O)[nH]c(=O)[nH]1	5%	-14%
CC1(C)CC(NC(=O)C2CCN(S(=O)(=O)c3ccc(Cl)c(C(F)(F)F)c3)CC2)CC(C)(C)N1	0%	?
C[C@@H]1ON(C)[C@H]2C[C@H]3c4cc(N5CCOCC5)ccc4CCN3C(=O)[C@@H]12	-2%	29%[8.37 µM]
NS(=O)(=O)c1ccc(CCNC(=O)CN2C(=O)NC(c3ccccc3)(c3ccccc3)C2=O)cc1	2%	-5%
CCc1ccc2nc(NC(=O)CN3C(=O)NC4(CCCC4)C3=O)sc2c1	-4%	?
CC(C)=CCC/C(C)=C/CNC(=O)CC1C[C@H](C(=O)N2CCCCC2)[C@@]2(C)c3[nH]c4ccccc4c3CCN2C1=O (stereo partly specified)	0%	20%
COc1ccc(CNC(=O)COC(=O)/C=C/c2cccc(Cl)c2)cc1	0%	-2%
CCN(CC)CC(=O)Nc1ccc(Cl)cc1C(=O)c1ccccc1	-5%	-17%
CC(=O)Nc1ccc(Nc2cc(C)nc3ccccc23)cc1	-7%	9%
CSc1ncnc2c1ncn2CC(=O)C1CCC2C3CCC4=CC(=O)CCC4(C)C3CCC12C (stereo unspecified)	-2%	?
C[C@@H]1CN([C@@H](C)CO)C(=O)c2cccc(NS(=O)(=O)c3cccs3)c2O[C@H]1CN(C)Cc1ccc(C(F)(F)F)cc1	-8%	?
O=C(COc1ccccc1)c1ccccc1	2%	10%
CCC(=O)c1ccc(OCC(=O)Nc2nc(C)cs2)cc1	-3%	-6%
O=C(COc1cccnc1[N+](=O)[O-])Nc1cc(Cl)ccc1Cl	1%	0%
COc1ccc(C(=O)NC(=S)NNC(=O)c2ccccc2C)cc1	-6%	?
CC(=O)N1CCOc2ccc(S(=O)(=O)NC[C@H]3O[C@@H](n4cnc5c(N)ncnc54)[C@H](O)[C@@H]3O)cc21	3%	-1%
CCN(CC)c1ccc(S(=O)(=O)N2CCCCC2)cc1NC(=O)CSCc1c(C)noc1C	13%	?
CC(=NNC(=S)N1CC2CCC(CC2)C1)c1cnccn1	-22%	?
COc1ccc(NC(=O)COC(=O)Cn2cnc3ccccc32)cc1	0%	31%[activator]
O=C(NCC(c1ccco1)N1CCCCC1)c1ccc(COc2ccc(Cl)cc2)cc1 (stereo unspecified)	-1%	?
Cc1noc(NS(=O)(=O)c2ccc(NC(=O)c3cc(S(=O)(=O)Nc4ccc(F)cc4)ccc3Cl)cc2)c1C	3%	17%
COc1ccc(Cl)cc1C(=O)NNC(=O)c1cc2ccccc2o1	-1%	-1%
COc1ccc(-c2ccc3c(c2)c(C#Cc2ccsc2)c(-c2cc(OC)cc(OC)c2)n3C)cc1	1%	24%
O=C(CNC(=O)c1ccccc1F)NCc1ccccn1	2%	16%
COc1ccccc1S(=O)(=O)Nc1ccc2nc(C)sc2c1	-7%	-11%
CC(=O)Nc1ccccc1C(=O)C(=O)Nc1cccc(F)c1	1%	-11%
CCN(CC)C(=O)Cn1cc(S(=O)(=O)CC(=O)Nc2cc(C)on2)c2ccccc21	-3%	12%
Oc1cccnc1Sc1cccc(C(F)(F)F)c1	-9%	23%
O=C1C=C(c2cccc3c2oc2ccccc23)CCC1	-3%	?
CC(=O)C1C(N2CC2)CC2C3CCC4=CC(=O)CCC4(C)C3CCC21C (stereo unspecified)	4%	0.56µM*
C[C@H](CO)N1C[C@H](C)[C@@H](CN(C)Cc2ccccc2)Oc2ccc(NC(=O)Cn3cnnn3)cc2C1=O	2%	13%
COc1cc(C(=O)COC(=O)C2CCCCC2)cc(OC)c1OC	-3%	-4%
Cc1cnc(C(=O)OCC(=O)Nc2ccccc2[N+](=O)[O-])cn1	1%	-2%
O=C(Nc1ccc(N2CCCC2)c(Cl)c1)c1ccc2c(c1)OCCO2	-2%	?
O=[N+]([O-])c1ccc2c(c1)-c1ccccc1C2=NO	-9%	?
O=C(O)C1Nc2c(Cl)cc(Cl)c(Cl)c2C2C=CCC12 (stereo unspecified)	-13%	-6%
CCCCn1c(N)c(N(CC(C)C)C(=O)CSc2nn(-c3ccc(F)cc3)c(=S)s2)c(=O)[nH]c1=O	0%	?
COc1cc(C(=O)N[C@H](C(=O)OCC(=O)NC2CCCCCC2)C(C)C)cc(OC)c1OC	-2%	3%
CC1=C(C(=O)OCc2ccccc2)C(c2ccc(Br)cc2)NC(=O)N1CCCCCC(=O)O (stereo unspecified)	8%	15%
CC(C)(C)S(=O)(=O)c1ccccc1-c1noc(-c2ccccc2)c1C(N)=O	1%	17%
C[C@H](CO)N1C[C@H](C)[C@@H](CN(C)C(=O)Nc2ccc(C(F)(F)F)cc2)Oc2c(NS(=O)(=O)c3cccs3)cccc2C1=O	1%	0%
Cc1ccc(SCC(=O)NNC(=O)CCS(=O)(=O)c2ccccc2)cc1	-8%	22%
CCN1C(=O)[C@H]2[C@@H](c3ccc(-c4ccc(C(C)=O)cc4)c(OC)c3)N3CCCC[C@@]3(C(=O)OC)[C@H]2C1=O	0%	-15%
COc1cc(/C=C/CNC[C@H]2O[C@@H](n3ccc(=O)[nH]c3=O)[C@H](O)[C@@H]2O)ccc1O	-7%	15%
CC(C)C[C@@H](CNCC(=O)[C@H](Cc1ccccc1)NC(=O)c1[nH]cnc1C(=O)N[C@H](CN)CC(C)C)NC(=O)c1nc[nH]c1C(=O)N[C@@H](CC(=O)O)C(=O)O	0%	23%
O=C1N[C@H](Cc2ccccc2)COC(=O)[C@@H](Cc2ccc(F)cc2)C/C=C\C[C@H]1CC(=O)N(CCO)Cc1ccccc1	1%	?
Cc1ccc(NCCCn2ccc(NC(=O)OCc3ccccc3)nc2=O)cc1C	5%	-11%
Cc1cc(C)c2c(ccc3cccc[n+]32)c1	4%	1µM*
COc1cnn(-c2ccc([N+](=O)[O-])cc2)c(=O)c1Cl	-10%	8%
New compounds follow
SMILES	TbPYK inhibitor	HCV inh
Cc1cc(NS(=O)(=O)c2ccc(NC(=O)COc3ccc(C#N)cc3)cc2)nc(C)n1	-2%	9%
O=c1oc2ccccc2n1Cc1cccc(C(F)(F)F)c1	3%	14%
O=[N+]([O-])c1cccc(-c2nnnn2-c2cccc(F)c2)c1	-4%	18%
O=C(COc1ccccc1[N+](=O)[O-])OCC(=O)c1ccc(Br)s1	0%	14%
O=c1[nH][nH]c(=O)c(Cl)c1Cl	-10%	4%
N#Cc1ccccc1COC(=O)CCN=C1NS(=O)(=O)c2ccccc21	3%	6%
O=C(NCCCc1ccccc1)c1cccc(Br)c1	1%	?
Cc1csc(N2CCCC2c2nc3cc(Cl)c(N4CCCCC4)cc3n2CCOCCO)n1 (stereo unspecified)	-11%	-28%
CCN(CC)c1ccc(NC(=O)c2ccc(S(=O)(=O)N3CCOCC3)cc2)cc1	-25%	?
COC(=O)c1ccc(N2C(=O)CC(N3CCN(c4ccccc4)CC3)C2=O)cc1 (stereo unspecified)	0%	18%
CN(C)C(CNC(=O)c1cccc(S(=O)(=O)Nc2ccc(SC(F)F)cc2)c1)c1ccccc1 (stereo unspecified)	-8%	-1%
COc1ccccc1OCCC(=O)OCC(=O)Nc1ccc2c(c1)OCCO2	3%	4%

Ordered by length of the SMILES (low to high): some entries from above
SMILES	TbPYK inhibitor	HCV inh
O=c1[nH][nH]c(=O)c(Cl)c1Cl	-10%	4%
O=C(NCCCc1ccccc1)c1cccc(Br)c1	1%	?
O=c1oc2ccccc2n1Cc1cccc(C(F)(F)F)c1	3%	14%
COc1cnn(-c2ccc([N+](=O)[O-])cc2)c(=O)c1Cl	-10%	8%
COc1ccccc1OCCC(=O)OCC(=O)Nc1ccc2c(c1)OCCO2	3%	4%
N#Cc1ccccc1COC(=O)CCN=C1NS(=O)(=O)c2ccccc21	3%	6%
Cc1ccc(NCCCn2ccc(NC(=O)OCc3ccccc3)nc2=O)cc1C	5%	-11%
O=C(COc1ccccc1[N+](=O)[O-])OCC(=O)c1ccc(Br)s1	0%	14%
Cc1csc(N2CCCC2c2nc3cc(Cl)c(N4CCCCC4)cc3n2CCOCCO)n1 (stereo unspecified)	-11%	-28%
Cc1cc(NS(=O)(=O)c2ccc(NC(=O)COc3ccc(C#N)cc3)cc2)nc(C)n1	-2%	9%
CC1=C(C(=O)OCc2ccccc2)C(c2ccc(Br)cc2)NC(=O)N1CCCCCC(=O)O (stereo unspecified)	8%	15%
CN(C)C(CNC(=O)c1cccc(S(=O)(=O)Nc2ccc(SC(F)F)cc2)c1)c1ccccc1 (stereo unspecified)	-8%	-1%
COc1cc(/C=C/CNC[C@H]2O[C@@H](n3ccc(=O)[nH]c3=O)[C@H](O)[C@@H]2O)ccc1O	-7%	15%
O=C1N[C@H](Cc2ccccc2)COC(=O)[C@@H](Cc2ccc(F)cc2)C/C=C\C[C@H]1CC(=O)N(CCO)Cc1ccccc1	1%	?
CCN1C(=O)[C@H]2[C@@H](c3ccc(-c4ccc(C(C)=O)cc4)c(OC)c3)N3CCCC[C@@]3(C(=O)OC)[C@H]2C1=O	0%	-15%
C[C@H](CO)N1C[C@H](C)[C@@H](CN(C)C(=O)Nc2ccc(C(F)(F)F)cc2)Oc2c(NS(=O)(=O)c3cccs3)cccc2C1=O	1%	0%
CC(C)C[C@@H](CNCC(=O)[C@H](Cc1ccccc1)NC(=O)c1[nH]cnc1C(=O)N[C@H](CN)CC(C)C)NC(=O)c1nc[nH]c1C(=O)N[C@@H](CC(=O)O)C(=O)O	0%	23%

Filtered by structure, the entries above containing a cyano group.
SMILES	TbPYK inhibitor	HCV inh
Cc1cc(NS(=O)(=O)c2ccc(NC(=O)COc3ccc(C#N)cc3)cc2)nc(C)n1	-2%	9%
N#Cc1ccccc1COC(=O)CCN=C1NS(=O)(=O)c2ccccc21	3%	6%

More compounds:
SMILES	TbPYK inhibitor	HCV inh
CCC1Nc2ncnc(N3CCCCC3)c2N(Cc2ccc(Cl)cc2)C1=O (stereo unspecified)	3%&1%	-15%
CC12CCC3C(CCC4(O)CC(O)CCC34C=NO)C1(O)CCC2C1=COC(=O)C1 (stereo unspecified)	1%	2µM*
CN1OC[C@@H]2CN(C(=O)C(C)(C)C)[C@H](c3cccc(N4CCOCC4)c3)C[C@@H]21	-3%	11%
COc1ccc(N2CCN(CCCN)CC2)cc1	-2%	10µM*
O=C(COC(=O)CNC(=O)c1ccccc1Cl)NC1CC1	2%	10%
CC/C(=C\c1ccc(N(C)C)cc1)c1ccncc1	-15%	?
Cc1cn(CC(=O)NCc2ccccn2)c(=O)[nH]c1=O	3%	2%
Cc1cccc(NC(=O)CCCCC(=O)Nc2cccc(C)c2)c1	-3%	2%
COc1cc(-c2nnc3sc(Cc4ccc(Cl)cc4)nn23)cc(OC)c1OC	-25%	?
Cn1ccnc1-c1nnn(-c2ccc(F)cc2)n1	-29%	25%

Random excerpt: 2 entries already listed.
SMILES	TbPYK inhibitor	HCV inh
CC(=O)Nc1ccc(Nc2cc(C)nc3ccccc23)cc1	-7%	9%
O=C(O)c1ccc(/C=N/NC(=O)c2cc3ccccc3cc2O)cc1	4%	-8%

Screens: PubChem, National Center for Advancing Translational Sciences (NCATS)
